Screening results deposited in PubChem BioAssay by Sanford-Burnham Center for Chemical Genomics.
mIAP inh: blocks mouse intestinal alkaline phosphatase. purified mouse IAP, CDP-Star luminescence, 30 min. inhibition, % at 10 µM. 330,000 compounds, 0.2% hits;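 active = inhibition of at least 40% at 10 µM in the primary screen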;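 also: plate controls were DMSO with enzyme for no effect and no enzyme wells for full effect; values of inactives mirror those of a sister screen read the other way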
NALP3 yeast inh: blocks the NALP3 inflammasome reconstituted in yeast; Yeast reconstituted NLRP3/ASC/caspase-1, beta-gal luminescence, 24 h; inhibition, % at 10 µM; 330,000 compounds, 0.39% hits;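 active = inhibition of 50% or more; inactive = inhibition below 50%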;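 also: plate controls were induced DMSO wells for no effect and uninduced yeast grown without galactose for full effect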
hIAP block: blocks human intestinal alkaline phosphatase; inhibition, % at 10 µM; AID 2544; purified IAP, CDP-Star luminescence, 30 min; 330,000 compounds, 0.12% hits;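 active = inhibition reaching a set limit with compound at 10 µM in the primary screen, cut at about 35% in these data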;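 also: plate controls were DMSO wells with enzyme for no effect and no-enzyme buffer wells for full effect; values of inactives mirror those of a sister screen read the other way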
Target sequence (P09923 whole entry, looked up): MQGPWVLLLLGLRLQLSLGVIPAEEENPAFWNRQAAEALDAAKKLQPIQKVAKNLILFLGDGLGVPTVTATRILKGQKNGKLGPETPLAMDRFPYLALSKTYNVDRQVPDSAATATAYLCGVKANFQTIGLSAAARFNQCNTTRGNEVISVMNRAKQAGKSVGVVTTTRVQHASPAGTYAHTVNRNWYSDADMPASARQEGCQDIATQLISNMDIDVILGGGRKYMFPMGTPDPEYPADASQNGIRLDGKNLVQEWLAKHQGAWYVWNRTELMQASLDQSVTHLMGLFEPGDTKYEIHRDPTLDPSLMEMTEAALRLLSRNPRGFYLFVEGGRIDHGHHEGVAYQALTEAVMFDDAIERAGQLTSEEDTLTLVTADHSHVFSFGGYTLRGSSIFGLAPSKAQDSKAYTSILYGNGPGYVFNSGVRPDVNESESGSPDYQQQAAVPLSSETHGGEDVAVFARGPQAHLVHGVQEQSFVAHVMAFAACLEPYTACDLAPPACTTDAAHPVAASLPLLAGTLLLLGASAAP
APOBEC3G inh: inhibitors of human APOBEC3G DNA deaminase. recombinant A3G, ssDNA deamination FAM/TAMRA fluorescence. inhibition, % at 20 µM. 330,000 compounds, 0.28% hits. AID 493012;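 active = inhibition of at least 40% at 20 µM, with no more than 30% in the related APOBEC3A deaminase screen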;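 also: plate controls were DMSO wells with A3G for no effect and wells lacking A3G enzyme for full effect; some compounds called inactive have numbers as strong as hits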
Target sequence (Q9HC16 whole entry, looked up): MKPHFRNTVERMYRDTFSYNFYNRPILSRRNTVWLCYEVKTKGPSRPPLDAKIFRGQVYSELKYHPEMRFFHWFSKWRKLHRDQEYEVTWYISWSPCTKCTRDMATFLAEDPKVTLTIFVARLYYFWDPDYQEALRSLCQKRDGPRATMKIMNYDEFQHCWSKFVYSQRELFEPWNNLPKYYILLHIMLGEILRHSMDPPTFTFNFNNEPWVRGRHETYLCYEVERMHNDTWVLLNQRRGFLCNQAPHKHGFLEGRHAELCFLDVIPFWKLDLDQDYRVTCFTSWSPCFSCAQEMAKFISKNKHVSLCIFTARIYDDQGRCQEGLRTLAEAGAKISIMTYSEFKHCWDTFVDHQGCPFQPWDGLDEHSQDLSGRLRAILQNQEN
beta cell repl: induces beta-cell replication in MIN6 cells | AID 2380 | 330,000 compounds, 0.29% hits | proliferation, % at 10 µM | MIN6 cells proliferation, ATPlite luminescence, 48 h; cells starved in 0.2% serum; 100% = growth in 10% serum;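 active = compounds whose signal lies at least 3.5 SD above the mean of all wells on their plate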;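 also: 0% = DMSO-treated cells in low-serum medium and 100% = 10% serum control; some compounds called inactive have numbers as strong as hits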
TIM10 inh: inhibits growth of TIM10 yeast strain | S. cerevisiae TIM10 strain growth, BacTiter-Glo luminescence, 24 h | inhibition, % at 10 µM | 330,000 compounds, 1.4% hits | AID 463195;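 active = inhibition of 40% or more at the single tested concentration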;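 also: wild-type TIM10 isogenic control strain grown at permissive 25 °C; 0% = DMSO yeast wells and 100% = minimal medium wells without yeast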
APOBEC3A inh: human APOBEC3A DNA deaminase inhibition | P31941 | recombinant A3A, FAM/TAMRA ssDNA deamination fluorescence | inhibition, % at 20 µM | 330,000 compounds, 0.41% hits | AID 493011;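 active = at least 40% inhibition at 20 µM here, with at most 30% in a related deaminase screen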;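 also: plate controls were A3A with DMSO for no effect and wells lacking A3A enzyme for full effect; some results filed as inactive read as strong as hits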
mIAP act: increases mouse intestinal alkaline phosphatase activity | muIAP, CDP-Star luminescence, 30 min; hits give high values; 1 = vehicle-only enzyme signal, 0 = enzyme-free wells | activation factor at 10 µM | 330,000 compounds, 0.24% hits | AID 2805;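 active = activation factor of at least 2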; also: the source names both 10 and 20 µM as test concentration; values of inactives mirror those of a sister screen read the other way
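also added = chemiluminescent substrate CDP-Star | test system = mouse IAP enzyme | signal = chemiluminescence readout | compound = DMSO-dissolved test compounds | incubation = 30 min at room temperature | benchmarks = DMSO wells, no-enzyme wells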
tim10-1 inh: inhibits growth of tim10-1 mutant yeast | S. cerevisiae tim10-1 ts strain growth, BacTiter-Glo, 24 h | inhibition, % at 20 µM | 330,000 compounds, 2.2% hits | AID 463190;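 active = inhibition of at least 40%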;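 also: mutant grown at 25 °C; 0% = DMSO wells with yeast and 100% = wells holding no yeast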
Starred values were filed as active, the others as inactive; · = not tested or not shown.

SMILES	mIAP inh	NALP3 yeast inh	hIAP block	APOBEC3G inh	beta cell repl	TIM10 inh	APOBEC3A inh	mIAP act	tim10-1 inh
COc1ccc(F)c(CN2CCC(n3nccc3NC(=O)CCCc3ccccc3)CC2)c1	-26.8	13.3	-76.2	-2.1	-4.4	1.2	-3.0	1.27	9.7
COc1ccc(C(=O)N=c2sc3c(C)ccc(OC)c3n2C)cc1	9.8	6.0	-0.1	-7.6	-4.2	7.8	-6.2	0.902	11.7
CN(C)S(=O)(=O)n1cc(/C=C(\NC(=O)c2ccccc2F)C(=O)NCCCn2ccnc2)c2ccccc21	2.6	1.3	-26.0	1.3	-1.4	-0.3	-2.1	0.974	2.2
CC(Sc1nncn1C)C(=O)Nc1cc(C(F)(F)F)ccc1N1CCOCC1 (stereo not drawn)	-6.5	-0.9	-8.6	-2.3	-1.7	0.8	-7.8	1.06	1.0
O=C(/C=N/O)Nc1ccc(F)cc1	6.8	-5.8	-1.9	-3.5	0.0	10.1	-4.4	0.932	-3.8
C=CCC[C@H](Cc1ccc(F)cc1)C(=O)OC[C@H](Cc1c[nH]c2ccccc12)NC(=O)[C@H](CC=C)CC(=O)N[C@H](CO)Cc1ccccc1	-10.7	14.7	-12.4	-1.1	-3.6	3.3	1.4	1.11	0.6
CCOc1ccc(C(=O)Nc2cc(C)c3c(=O)oc4ccccc4c3n2)cc1	15.8	15.2	-11.0	-7.9	3.6	10.7	-1.9	0.842	-7.2
COc1ccc(C(=O)Nc2ccc(C(F)(F)F)n(C)c2=O)cc1	-15.1	12.4	-10.5	0.7	-2.2	4.9	2.0	1.15	16.3
CC1NC(C)(C)Cc2c1ccc1ccccc21 (stereo not drawn)	-5.6	16.2	8.4	-5.0	-3.7	-17.7	-3.3	1.06	4.4
CCN(CC)C(=O)[C@H]1C[C@H](CC(=O)NCCC2=CCCCC2)C(=O)N2CCc3c([nH]c4ccc(Cl)cc34)[C@]12C	-20.0	·	·	3.6	·	-1.1	2.7	1.31	16.0
Clc1cccc(Cl)c1C1Nc2cccc3cccc(c23)N1	10.6	15.1	-1.2	-5.4	-3.8	29.9	1.7	0.894	29.0
O=C(C[n+]1cc(-c2ccccc2)n2c1CCC2)Nc1nc(-c2ccccc2)cs1	0.2	-3.2	-6.2	-5.1	-0.7	-1.8	6.2	0.998	-9.2
COc1ccc(OC)c(C(c2c(O)nc(SC)[nH]c2=O)c2c(O)nc(SC)[nH]c2=O)c1	5.1	10.5	-15.8	-2.4	-0.6	6.0	-8.9	0.949	2.2
c1cn(C23CC4CC(CC(C4)C2)C3)cn1	-12.3	0.1	-3.7	1.6	3.8	4.8	-0.9	1.12	11.2
CCOC(=O)/C(C#N)=C1/C=Cc2ccccc2N1CC	7.7	32.1	2.9	-4.7	-2.2	-0.7	1.8	0.923	-4.8
NC(=O)C1CCN(c2ccc(S(=O)(=O)N3CCCCC3)cn2)CC1	-5.7	-19.1	-11.8	-4.4	3.2	-7.3	-1.5	1.06	-10.8
O=C(Cc1ccccc1)NS(=O)(=O)c1ccc(N=NN2CCOCC2)cc1	7.4	10.5	-7.1	7.1	-3.2	10.2	-3.6	0.926	9.5
NC(=O)CN1CCOCCOCCN(CC(N)=O)CCOCCOCC1	1.7	7.5	-1.5	0.9	-1.1	-2.0	2.3	0.983	13.0
CCOC(=O)C1=C(c2ccc(O)cc2)NC(=O)NC1C (stereo not drawn)	-3.7	8.7	13.5	3.0	-0.5	-3.4	1.0	1.04	6.6
CCOC(=O)N1CCC(NC(=O)C(CC(C)C)NC(=O)C2CCCCC2)CC1 (stereo not drawn)	1.7	-2.5	3.9	0.6	-0.5	-11.8	7.0	0.983	10.8
CCN(CC)C(=O)C(=O)c1cc(C)n(-c2ccc(F)cc2)c1C	-1.3	14.8	-1.1	-2.9	0.6	9.6	-3.9	1.01	26.4
CC1CCCN(C(=O)C2CCN(S(=O)(=O)c3cccc4cccnc34)CC2)C1 (stereo not drawn)	2.3	20.8	6.6	-4.6	0.7	9.0	1.0	0.977	-5.4
O=C(OCc1ccc2c(c1)OCO2)c1cccc(S(=O)(=O)N2CCCCC2)c1	-2.9	7.3	-5.2	-9.1	-1.7	5.1	-2.6	1.03	4.8
COc1cccc(NS(=O)(=O)c2ccc3c(c2)NC(=O)CC(=O)N3)c1	-5.5	14.6	27.6	-3.1	-2.5	-1.0	0.6	1.05	0.6
Cc1c(Cl)cccc1NC(=O)N1CCN(C(=O)c2ccco2)CC1	6.5	5.6	-21.0	-7.6	1.4	0.6	-1.2	0.935	-3.1
COc1ccc(CCN2C(=O)CC(N3CCN(c4ccccn4)CC3)C2=O)cc1OC (stereo not drawn)	1.0	10.4	-1.3	-4.2	-2.5	-3.9	-2.2	0.99	27.9
Cc1ccc(S(=O)(=O)NC2c3cccc4cccc(c34)C2Sc2n[nH]c(N)n2)cc1 (stereo not drawn)	16.8	2.7	-49.8	-6.4	0.0	1.3	-0.5	0.832	17.4
CS(=O)(=O)c1ccc(Cl)c(NC(=O)CSc2nncn2-c2ccccc2)c1	1.1	-0.1	-9.0	-5.7	0.0	2.4	-1.7	0.989	8.3
CCCNC(=O)COc1coc(CN2CCN(C(=O)c3ccco3)CC2)cc1=O	1.0	6.6	-4.1	-3.3	5.3	-0.3	-1.1	0.99	23.0
Cc1cccc(Oc2nc(CN3CCOCC3)nc3sc4c(c23)CCCC4)c1	12.0	40.2	-6.9	-3.6	-4.7	31.4	-1.4	0.88	15.9
Nc1cccnc1Sc1ccccc1	1.7	16.6	10.1	-2.8	1.0	8.3	-4.2	0.983	-12.3
Cc1[nH]n(-c2ccccc2)c(=O)c1-c1cccc(Cl)c1	-7.9	-8.3	-10.3	-10.2	0.0	-16.3	-3.3	1.08	-106.1
CCC(c1nnnn1CS(=O)(=O)c1ccc(C)cc1)N1CCN(c2nc3ccccc3s2)CC1 (stereo not drawn)	6.1	20.0	5.5	-6.4	-2.2	29.3	-4.4	0.939	8.9
CCCNC(=O)c1cc(S(=O)(=O)N2CCc3ccccc32)ccc1F	7.9	-9.6	-1.7	-2.6	1.2	12.0	2.5	0.921	11.2
COc1cccc(Nc2ncnc3sccc23)c1	-7.5	9.3	-1.8	-6.4	-2.6	8.7	1.0	1.07	7.3
O=C(Nc1cc(Br)ccc1O)C1CC(c2ccccc2Cl)=NO1 (stereo not drawn)	-0.7	20.9	5.0	3.3	-4.5	36.4	-4.7	1.01	25.3
CCOc1ccc(N(CC(=O)Nc2ccc3c(c2)OCCO3)S(=O)(=O)c2c(C)noc2C)cc1	-30.8	6.7	17.3	-1.2	-4.5	8.3	-2.4	1.31	14.1
Cc1cc(N2C(=O)CC(N3CCN(C(c4ccccc4)c4ccccc4)CC3)C2=O)no1 (stereo not drawn)	-2.3	5.0	7.8	0.0	-2.5	13.5	-1.4	1.02	8.7
Cc1ccc(NC(=O)Nc2ccc(C(=O)N3CCOCC3)cc2)cc1	-7.9	-3.0	3.6	-6.1	1.4	11.0	-4.4	1.08	2.2
O=C(N/N=C/c1cccc2ccccc12)c1n[nH]c2c1CCCC2	1.9	10.8	-61.7	5.8	-3.6	-7.9	3.5	0.981	0.5
O=C(Nc1ccccn1)c1ccc2c(c1)S(=O)(=O)c1ccccc1C2=O	-9.5	11.4	-7.9	-14.1	-2.7	8.2	-5.9	1.09	-0.4
CCC1Oc2ccc(C)cc2N(CC(=O)NCc2ccco2)C1=O (stereo not drawn)	3.9	8.6	-24.7	-6.8	-2.6	-12.2	-4.8	0.961	-2.6
CC(C)CC(=O)Nc1c2c(nn1-c1cccc(Cl)c1)CS(=O)(=O)C2	1.4	6.8	9.0	-9.2	0.0	2.1	-2.4	0.986	-15.0
CCOc1ccc(CC(=O)NNC(=S)NC2CCCCC2)cc1OCC	-2.0	19.6	-110.5	-1.7	0.1	6.3	6.1	1.02	6.0
CCC1CCC2(CC1)NC(CO)(CO)CO2 (stereo not drawn)	-4.8	13.2	29.3	4.2	-1.4	-6.9	3.9	1.05	-1.7
CC1(C)Cc2c(cnn2-c2ccc(F)cc2)C(NC(=O)CCCN2CCCCC2=O)C1 (stereo not drawn)	-1.2	14.4	7.8	-7.5	5.7	2.8	-1.1	1.01	4.2
Cc1ccc(/C=N/n2c(C)nnc2C)s1	7.7	9.4	5.7	-2.7	0.9	-0.1	-1.0	0.923	14.0
Cc1nnc(SCC(=O)Nc2ccc(OC(F)F)c(Cl)c2)n(N)c1=O	17.4	0.9	-13.5	-1.9	0.0	3.6	-0.8	0.826	-7.9
O=C(NC1CC2CCCC(C1)N2S(=O)(=O)c1ccccc1)c1ccco1 (stereo not drawn)	-3.5	17.1	-14.6	3.7	0.3	8.2	3.8	1.03	7.4
COc1cc(C(=O)NCCN2CCN(C(=O)c3cc(OC)c(OC)c(OC)c3)CC2)cc(OC)c1OC	8.0	10.2	4.1	-5.8	0.2	5.9	-1.2	0.92	-2.8

Continuation.
SMILES	mIAP inh	NALP3 yeast inh	hIAP block	APOBEC3G inh	beta cell repl	TIM10 inh	APOBEC3A inh	mIAP act	tim10-1 inh
O=C(COc1ccc([N+](=O)[O-])cc1)Nc1ccncc1	-3.0	21.0	-26.7	-7.0	-1.6	-7.2	1.1	1.03	6.0
C=CCNC(=O)COc1ccccc1C#N	-3.8	10.2	2.8	-8.3	-1.0	7.6	-1.1	1.04	-18.5
CCn1nc(C(=O)NNC(=O)c2ccc(OC(F)F)cc2)c2ccccc2c1=O	15.4	-2.9	-16.2	-7.0	-3.5	2.9	-2.5	0.846	8.0
Cc1ccc(NC(=O)C2CCCN2S(=O)(=O)c2ccc(-c3ccc(=O)[nH]n3)s2)c(C)c1 (stereo not drawn)	9.6	10.4	2.8	-4.3	0.2	-2.4	-3.4	0.904	15.3
CC(C)(C)OC(=O)NC(Cc1ccccc1)C(=O)NCCCC(=O)O (stereo not drawn)	-5.0	-11.0	-5.4	-4.4	-4.2	-8.0	-3.5	1.05	-18.1
Cc1ccc(CNC(=O)C(=O)NCCCn2ccnc2)cc1	-7.8	0.5	0.8	-5.4	-0.8	11.2	-0.4	1.08	14.3
CC(=O)Nc1ccc(S(=O)(=O)Nc2nc3ccccc3nc2Nc2ccc3ccccc3c2)cc1	2.7	-4.7	4.7	-10.2	-5.5	9.2	-3.3	0.973	-5.5
COc1cccc(C(=O)O/N=C(\N)c2ccccn2)c1OC	-3.7	-5.7	-4.5	-4.8	-3.8	-5.4	-3.6	1.04	38.5
CC(C)CCNC(=O)c1cccc(Cl)c1	-3.2	-11.9	0.3	-5.2	-3.6	16.1	-1.7	1.03	-4.7
CC(CCc1ccc(O)cc1)N(C)CCc1ccccc1 (stereo not drawn)	-1.9	24.6	-0.2	-1.7	-0.5	-9.5	0.1	1.02	-21.0

Individual results from the entries so far:
hIAP block with Cc1ccc(NC(=O)C2CCCN2S(=O)(=O)c2ccc(-c3ccc(=O)[nH]n3)s2)c(C)c1 (stereo not drawn) stands at 2.8
TIM10 inh with CC(C)(C)OC(=O)NC(Cc1ccccc1)C(=O)NCCCC(=O)O (stereo not drawn) stands at -8.0
mIAP inh with CC(=O)Nc1ccc(S(=O)(=O)Nc2nc3ccccc3nc2Nc2ccc3ccccc3c2)cc1 stands at 2.7

An unsorted share of the library. Share with any hit: about 4.6%.
